Screens (PubChem)
KCNH2 3.1 block – qHTS for Inhibitors of KCHN2 3.1: Mutant qHTS | 340,000 tested, 0.95% active | Potassium voltage-gated channel subfamily H member 2, brain isoform KCNH2 3.1 (human) | U2OS KCNH2 3.1, thallium flux FluxOr; hits give low values | activity change, % (tested at about 1.8 µM);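 active means maximum activity change below -70%; inconclusive means maximum activity change from -70% to -50%; inactive means maximum activity change above -50%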;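 further: thallium influx rate constant from kinetic fluorescence after stimulation buffer; on the % scale 0 is the no-effect control and ±100 the full control effect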
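Channel expression came from 3.1 mutant virus (1.77 x 10^8 /mL) applied to suspended U2OS cells for 4 h. Flux was tracked with FluxOr dye plus Red40 quencher, and kinetic rate constants normalized to controls.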
Tb PFK inh – qHTS Assay to Find Inhibitors of T. brucei phosphofructokinase. ATP-dependent 6-phosphofructokinase (Trypanosoma brucei brucei), O15648. T. brucei PFK, ADP-Glo luminescence. Potency, µM (top dose mostly 57.5 µM), for the others: top-dose activity, negative = inhibition, usual class: inhibitors. 330,000 tested, 0.17% active;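 further: potency means the concentration at half of the fitted maximal effect; 0% = uninhibited 1x PFK enzyme wells and -100% = no-enzyme wells; nearly all actives have a fitted effect of over 60% in size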
Target sequence (O15648 whole entry, looked up): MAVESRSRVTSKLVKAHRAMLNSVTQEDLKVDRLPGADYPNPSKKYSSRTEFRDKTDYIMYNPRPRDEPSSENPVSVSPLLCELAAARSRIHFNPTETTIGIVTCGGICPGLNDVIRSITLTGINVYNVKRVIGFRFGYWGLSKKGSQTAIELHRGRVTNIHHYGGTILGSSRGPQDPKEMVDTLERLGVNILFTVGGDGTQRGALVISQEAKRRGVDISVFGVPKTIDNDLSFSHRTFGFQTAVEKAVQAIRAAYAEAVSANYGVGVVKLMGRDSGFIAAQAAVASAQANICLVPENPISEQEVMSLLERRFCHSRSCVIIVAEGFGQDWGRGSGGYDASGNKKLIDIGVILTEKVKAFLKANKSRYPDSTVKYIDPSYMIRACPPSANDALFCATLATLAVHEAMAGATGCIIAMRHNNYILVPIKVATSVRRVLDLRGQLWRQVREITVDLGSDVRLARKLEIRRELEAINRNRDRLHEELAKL
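Activity is normalized to no-enzyme wells (full inhibition) and 1.25 nM enzyme wells (no inhibition). Reaction: 0.5 mM F6P, 0.1 mM ATP, 45 min RT, ADP-Glo luminescence; concentration-response curves fitted and classed by quality.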
Rab9 promoter act – qHTS Assay for Rab9 Promoter Activators; Huh7 Rab9 promoter-luciferase reporter, luminescence, 24 h; Potency, µM (titrated, usually from 9.22 µM), for inactives: at the top dose activation, negative = inhibition, actives largely listed as activators; 320,000 tested, 2.8% active; AID 485297, 2010; further: potency means the concentration at half of the fitted maximal effect; % of control where 0% means no effect; nearly all actives have a fitted effect of over 60% in size
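Cells were plated at 1500 per well in reduced-serum medium with 10% FBS and left 2 h. Compound in DMSO was then added for 24 h at 37 °C. Reporter signal was read by luminescence after 10 min with luciferase detection reagent.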
ELG1 genotoxic – qHTS screen for small molecules that induce genotoxicity in human embryonic kidney (HEK293T) cells expressing luciferase-tagged ELG1 | HEK293T ELG1-luciferase reporter, luminescence, 16 h | Potency, µM (titrated, usually from 46 µM), for inactives: at the top dose activity change, positive = activation, actives largely listed as activators | 330,000 tested, 1.3% active; further: potency means the concentration at half of the fitted maximal effect; % of control where 0% means no effect; nearly all actives have a fitted effect of over 60% in size
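Reporter readout depends on ELG1 protein level, which increases with genetic stress. After 16 hr compound exposure at 37 °C, luciferase activity was quantified using ONE-Glo.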
Giardia kill – Small Molecules that selectively kill Giardia lamblia: qHTS; Giardia lamblia trophozoite viability; activity change, % at 7.66 µM, hits read low; 340,000 tested, 0.15% active; in the data active means activity change below about -80%; inconclusive means between about -30% and that limit;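 further: parasites exposed to compound for two days anaerobically before the ATP read; on the % scale 0 is the no-effect control and ±100 the full control effect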
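ATP-content bioluminescence gauges trophozoite survival. Cells (100/well) receive compound and incubate anaerobically for 48 hrs at 37 deg C; detection reagent follows for 15-30 min at room temperature.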
uPA surface inh – qHTS for Inhibitors of Cell Surface uPA Generation | cell surface uPA generation assay, qHTS | Potency, µM (doses to about 38.3 µM), for the others: top-dose activity change, negative = inhibition, usual class: inhibitors | 330,000 tested, 0.31% active; active means well fitted inhibition curve with a large enough effect; inconclusive means small, poorly fitted or top-dose-only effect; inactive means no such curve, though single readings can be large or run the other way; tested in mouse RAW 264.7 cells; further: potency means the concentration at half of the fitted maximal effect; on the % scale 0 is the no-effect control and ±100 the full control effect; nearly all actives have a fitted effect of over 55% in size
Gal4-VP16 FLuc – VP16 counterscreen qHTS for inhibitors of ROR gamma transcriptional activity. Drosophila S2 Gal4-VP16 UAS-luciferase, luminescence, 20 h. Potency, µM (doses to about 53.6 µM), for the others: top-dose activity, negative = inhibition, usual class: inhibitors. 310,000 tested, 3.5% active. AID 2546, 2010;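 further: Gal4-VP16 expression switched on by copper sulfate through the metallothionein promoter; potency means the concentration at half of the fitted maximal effect; on the % scale 0 is the no-effect control and ±100 the full control effect; nearly all actives have a fitted effect of over 50% in size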
FBPA coupling cs – qHTS Assay for Inhibitors of Fructose-1,6-bisphosphate Aldolase from Giardia Lamblia: Coupling assay counterscreen; activity change, negative = inhibition, % at 58.2 µM, hits read low; coupling enzyme system counterscreen, AmpLite Red fluorescence; 290,000 tested, 0.67% active; in the data active means activity change below about -30%; further: on the % scale 0 is the no-effect control and ±100 the full control effect
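Compounds tested against the coupling enzymes alone at 57.5 uM final; readout was AmpLite Red fluorescence (525/598 nm) after 20 min at RT.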
NPC1 prom act – qHTS Assay for NPC1 Promoter Activators; Huh7 NPC1 promoter luciferase reporter, 24 h; Potency, µM (highest dose often 9.22 µM), inactives show top-dose activation, actives largely listed as activators; 320,000 tested, 2.4% active; AID 485313, 2010;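 further: potency means the concentration at half of the fitted maximal effect; % of control where 0% means no effect; nearly all actives have a fitted effect of over 60% in size; reporter is driven by a mutant NPC1 promoter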
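Huh7 cells stably carrying NPC1 promoter–luciferase, plated in Opti-MEM with 10% FBS for 2 h, were exposed to compound in DMSO for 24 h at 37 °C; luciferase reagent was added for 10 min and luminescence read.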
FLuc counter – qHTS profiling assay for firefly luciferase inhibitor/activator using purifed enzyme and Km concentrations of substrates (counterscreen for miR-21 project); Luciferin 4-monooxygenase (Photinus pyralis), P08659; purified FLuc, Km substrates, luminescence inhibition; Potency, µM (highest dose often 57.5 µM), inactives show at the top dose activity change, negative = inhibition, most hits filed as inhibitors; 360,000 tested, 6.9% active;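 further: potency means the concentration at half of the fitted maximal effect; plate controls were vehicle for no effect and reference inhibitor for full effect; nearly all actives have a fitted effect of over 55% in size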
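Purified P. pyralis luciferase, 10 nM final, with Km-level 10 uM D-luciferin and 10 uM ATP in 50 mM Tris acetate pH 7.5, 10 mM Mg acetate, 0.01% Tween-20, 0.05% BSA; 6-point qHTS titration about 60 µM downward; luminescence read.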
RORgamma inh – qHTS for inhibitors of ROR gamma transcriptional activity. Nuclear receptor ROR-gamma (Mus musculus), P51450. Drosophila S2 Gal4-RORgamma UAS-luciferase reporter, 20 h. Potency, µM (titrated, usually from 53.6 µM), without a hit: at the highest dose activity change, negative = inhibition, hits mostly inhibitors. 310,000 tested, 5.4% active. AID 2551, 2010; further: potency means the concentration at half of the fitted maximal effect; on the % scale 0 is the no-effect control and ±100 the full control effect; nearly all actives have a fitted effect of over 60% in size
Target sequence (P51450 whole entry, looked up, the tested form may be a part): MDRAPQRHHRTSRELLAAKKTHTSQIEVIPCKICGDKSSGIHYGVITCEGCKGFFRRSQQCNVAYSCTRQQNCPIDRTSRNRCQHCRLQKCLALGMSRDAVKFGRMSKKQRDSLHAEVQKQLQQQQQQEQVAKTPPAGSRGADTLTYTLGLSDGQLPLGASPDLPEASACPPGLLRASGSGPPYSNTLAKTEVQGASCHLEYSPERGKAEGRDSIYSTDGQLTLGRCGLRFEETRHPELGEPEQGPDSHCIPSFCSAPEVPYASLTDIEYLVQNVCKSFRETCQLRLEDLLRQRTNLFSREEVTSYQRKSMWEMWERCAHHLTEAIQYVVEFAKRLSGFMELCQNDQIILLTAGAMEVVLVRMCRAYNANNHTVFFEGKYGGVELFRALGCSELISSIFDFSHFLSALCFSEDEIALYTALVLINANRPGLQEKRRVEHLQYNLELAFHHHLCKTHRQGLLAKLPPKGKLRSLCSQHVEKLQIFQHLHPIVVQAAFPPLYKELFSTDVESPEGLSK
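A Gal4/UAS one-hybrid system in insect cells: metallothionein-promoter Gal4–ROR gamma fusion plus Photinus luciferase reporter. Copper sulfate 700 uM final, 20 hr ambient incubation, luminescent detection after 10 min with reagent.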
Numbers without * were called inactive; ? = inconclusive; nt = not tested or not shown; [ ] = another dose, or the depositor's remark. Unless noted, the call rests on the fitted dose curve; in most records, active means well fitted curve in the direction sought with a large enough effect; inconclusive means small, poorly fitted or top-dose-only effect, or another doubt; inactive means no such curve, though single readings can be large; an effect the other way counts as inactive or inconclusive.

SMILES	RORgamma inh	Gal4-VP16 FLuc	ELG1 genotoxic	FBPA coupling cs	FLuc counter	NPC1 prom act	KCNH2 3.1 block	Tb PFK inh	uPA surface inh	Giardia kill	Rab9 promoter act
Cc1cc(S(=O)(=O)N2CCCOC2CNC(=O)C(=O)NCCCN2CCOCC2)ccc1F (centres undefined)	9%	-5%	1%	nt	7%	-2%	15	0%	2%	-9	-4%
CN1Cc2ccccc2CC1CNCc1c(C(=O)N2CCCC2)nc2ccccn12 (centres undefined)	0%	-4%	0%	1	1%	-2%	nt	-3%	-5%	8	1%
Fc1cccc(F)c1CN1CCN(c2ncccn2)CC1	-1%	14%	3%	4	-1%	0%	1	-6%	nt	36[activator]	1%
Cc1ccc(Nc2nc(C(=O)NCc3ccco3)cs2)cc1	31%[10 µM]	7%	-3%	-2	24µM*	11%	-24	1%	-7%	2	-2%
Oc1ccc(N2CCN(C(=S)NCc3ccccc3)CC2)cc1	2%	-1%	5%	-2	-3%	24%	-1	-22%	-22%	36[activator]	-6%
Cn1ccnc1/C(=N\NC(=O)c1ccccc1)c1cccc([N+](=O)[O-])c1	-86%	-12%	3%	2	-3%	-4%	-11	-2%	-4%	-16	-3%
COc1cc2c(=O)n(-c3ccc(C)cc3)c(=O)n(CC(=O)c3ccc4c(c3)OCO4)c2cc1OC	39%	22%	6%	8	5%	12%	14	-13%	0%	-18	-11%
COc1ccc(CC(=O)Nc2ccccc2C(=O)N2CCOCC2)cc1	2%	1%	2%	3	-1%	2%	1	0%	5%	0	-2%
CC1CCN(C(=O)CSc2nnc3ccc(-c4cccnc4)nn23)CC1	nt	nt	0%	nt	0%	-5%	0	-1%	3%	-29	-2%
COc1cccc(-c2nc(CS(=O)(=O)CC(=O)NC3CCCc4ccccc43)c(C)o2)c1 (centres undefined)	-3%	3%	1%	-1	-9%	0%	-11	-3%	7%	-8	6%

Of the compounds above, 5 contain a carbonyl joined to an NH by a bond outside any ring:
SMILES	RORgamma inh	Gal4-VP16 FLuc	ELG1 genotoxic	FBPA coupling cs	FLuc counter	NPC1 prom act	KCNH2 3.1 block	Tb PFK inh	uPA surface inh	Giardia kill	Rab9 promoter act
Cc1cc(S(=O)(=O)N2CCCOC2CNC(=O)C(=O)NCCCN2CCOCC2)ccc1F (centres undefined)	9%	-5%	1%	nt	7%	-2%	15	0%	2%	-9	-4%
Cc1ccc(Nc2nc(C(=O)NCc3ccco3)cs2)cc1	31%[10 µM]	7%	-3%	-2	24µM*	11%	-24	1%	-7%	2	-2%
Cn1ccnc1/C(=N\NC(=O)c1ccccc1)c1cccc([N+](=O)[O-])c1	-86%	-12%	3%	2	-3%	-4%	-11	-2%	-4%	-16	-3%
COc1ccc(CC(=O)Nc2ccccc2C(=O)N2CCOCC2)cc1	2%	1%	2%	3	-1%	2%	1	0%	5%	0	-2%
COc1cccc(-c2nc(CS(=O)(=O)CC(=O)NC3CCCc4ccccc43)c(C)o2)c1 (centres undefined)	-3%	3%	1%	-1	-9%	0%	-11	-3%	7%	-8	6%

(list continues)
SMILES	RORgamma inh	Gal4-VP16 FLuc	ELG1 genotoxic	FBPA coupling cs	FLuc counter	NPC1 prom act	KCNH2 3.1 block	Tb PFK inh	uPA surface inh	Giardia kill	Rab9 promoter act
CCC(=O)N1CCN(c2ccccc2NC(=O)COc2ccccc2Cl)CC1	5%	3%	-19%	0	-13%	1%	8	-4%	-3%	20	-9%
Cc1oc(CSCCSCc2cc(C(=O)O)c(C)o2)cc1C(=O)O	-1%	-7%	3%	0	-3%	-4%	-1	0%	19%	2	-7%
COc1ccc2cc(CN(Cc3ccco3)C(=S)NCC3CCCO3)c(=O)[nH]c2c1 (centres undefined)	7%	-13%	-8%	-11	0%	-8%	6	-5%	0%	12	-9%
Oc1ccccc1C=NCC(O)c1ccccc1 (centres undefined)	-33%	-11%	-1%	-5	6%	0%	-2	-6%	1%	23	0%
COC(=O)c1nn(C23CC4CC(CC(C4)C2)C3)c2c1C(=O)N(c1ccc(F)cc1)C2=O	1%	-6%	2%	-2	1%	-1%	2	1%	0%	3	0%
Cc1cc(C)cc(C(=O)NCC(=O)N2CCN(c3cccc(Cl)c3)CC2)c1	36%	-10%	-7%	2	7%	2%	13	?	0%	17	-6%
CNC(=O)c1cc(S(=O)(=O)N2CC(C)OC(C)C2)ccc1N1CCCCC1 (centres undefined)	nt	nt	-3%	-1	4%	1%	nt	-2%	3%	12	-2%
OCC1(Cc2cccc(C(F)(F)F)c2)CCN(Cc2cc(F)cc(F)c2)CC1	5%	-11%	-7%	-4	0%	-5%	-7	-5%	-1%	15	-3%
Cc1ccc(NC(=O)C2CCN(S(=O)(=O)c3ccc4ccccc4c3)CC2)nc1	nt	nt	2%	nt	?	-1%	4	1%	0%	-6	8%
COc1ccc(N2CCN(C(CNC(=O)C(=O)NCc3cccs3)c3ccco3)CC2)cc1 (centres undefined)	-10%	-10%	-9%	2	0%	1%	25	-9%	-2%	30	-2%
NS(=O)(=O)c1ccc2nc(NC(=O)c3ccc4ncsc4c3)sc2c1	?	?	8%	nt	2.4µM*	22%	2	1%	0%	11	21%
CCOC(=O)N1CCC(NC(=O)c2ccc3c(c2)N(Cc2ccc(F)cc2)CCS3)CC1	23%	-12%	-27%	2	1%	-4%	-2	0%	-18%	-28	0%
C/C(=N\NC(=O)CSc1nc(C)cc(C)n1)c1ccc2c(c1)OCCO2	13%	-2%	12%	0	?	?	7	-1%	5%	11	24%
CCOC(=O)C1CCCN(S(=O)(=O)NC[C@H]2O[C@@H](n3cnc4c(N)ncnc43)[C@H](O)[C@@H]2O)C1 (some centres undefined)	nt	nt	5%	nt	nt	nt	13	-1%	24%	-16	nt
O=C(Nc1ccc2c(c1)oc1ccccc12)c1ccc2c(c1)OCO2	?	?	?	2	?	?	-9	3%	nt	12	?
O=C(CN1C(=O)/C(=C\c2cccc(Br)c2)Oc2ccccc21)NCCCN1CCOCC1	?	?	0%[9.26 µM]	0	6.7µM*	-1%	-1	0%	6%	16	-6%
Cc1ccc(CN2CCN(Cc3ccon3)CC2CCO)cc1 (centres undefined)	-6%	1%	1%	0	2%	-3%	-6	-4%	0%	10	-2%
O=C(c1cnn2c(C(F)(F)F)cc(-c3ccccc3)nc12)N1CCCCC1c1cccnc1 (centres undefined)	12%	-4%[10 µM]	-2%	-1	-1%	-6%	1	1%	2%	23	-6%
CCOc1ccccc1NC(=O)CN1CCC(NC(=O)Nc2ccccc2)CC1	14%	2%	-11%	5	-1%	-3%	23	-9%	1%	-2	-1%
O=C(CSCc1ccccc1)NNc1c(F)c(F)cc(F)c1F	33%	5%	-3%	3	-2%	-5%	9	?	7%	7	3%
Cc1ccc(CCNC(=O)Cn2cccc2)cc1	?	16%	1%	-2	2%	-3%	-3	-1%	nt	-3	1%
C/C=C/C=C/C(=O)N1CC[C@]23c4ccccc4N[C@H]4N(C)c5cccc6c5[C@]42CCN([C@H]6C2OC2(C)C)[C@H]13 (some centres undefined)	31%	-6%	0%	-2	3%	-6%	-21	0%	?	10	4%
C=CCn1c(SCc2ccc3c(c2)OCO3)nc2scc(-c3ccco3)c2c1=O	5%	3%	2%	nt	0%	-6%	-1	0%	3%	-13	-10%
O=C(NCCOC(=O)c1cccs1)c1cccnc1	-20%	8%	-4%	3	8%	-5%	-8	-1%	1%	-5	2%
CCOc1ccc(S(=O)(=O)Nc2ccc(C(=O)NN)cc2)cc1	12%	3%	-2%	-1	?	-6%	6	1%	-22%	-11	-18%
c1ccc2c(c1)CCOC2CNCCCN1CCCCC1 (centres undefined)	?	-8%	-1%	0	-2%	-4%	30	-5%	0%	6	-4%
Cc1ccnc(N2CCC(C(=O)NC3CCCCCC3)CC2)n1	0%	16%	-4%	2	1%	7%	-7	-5%	nt	-1	-4%
O=C(CN1C(=O)S/C(=C/c2cccs2)C1=O)N1CCCC1	nt	nt	6%	nt	4%	3%	13	-6%	1%	13	0%
C/C(=N/Nc1nc(C)cc(-c2ccccc2)n1)c1ccco1	5µM*	18µM*	-5%	0	15µM*	?	7	-3%	-5%	-8	?
